# H9c2 TAG inh: reduces triacylglycerol accumulation in H9c2 cells. Nile Red lipid (TAG) fluorescence; cells loaded with 200 µM oleic acid. inhibition, % at 12.5 µM. 230,000 tested, 0.66% active;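 active means pattern-corrected inhibition of lipid staining of at least 50% with the nuclear-stain viability signal not falling by more than 50%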;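 further: 0% = DMSO wells and 100% = triacsin C control wells; some results filed as inactive read as strong as hits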
# H9c2 TAG inh DAPI viability: further read-out of H9c2 TAG inh, marked with its call; DAPI nuclei signal change (viability), lower = more cytotoxic, %;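 whole-well DAPI fluorescence read on a plate reader as a viability signal; minus 50 percent equals half of cells still viable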
# * = called active by the depositor.
SMILES,H9c2 TAG inh,H9c2 TAG inh DAPI viability
COc1ccc(NC(=O)C2CCCN2C(=O)NC2CCCCC2)cc1OC (centres undefined),7,3
O=C(NCCc1ccccn1)c1ccc(OC2CCN(CCc3ccccc3)CC2)cc1,8,10
O=C(NCc1cccs1)Nc1cc(Cl)ccc1Cl,1,-2
O=C(CSc1ncnc2sccc12)Nc1ccccc1F,-11,4
COc1ccc(S(=O)(=O)N2CCOCC2)cc1NC(=O)Cc1coc2cc(C)ccc12,-2,7
Cc1ccc(NC(=O)c2nnn(CC(=O)Nc3ccccc3)c2N)cc1C,0,8
O=C1C2C3C=CC(C3=C3CCCCC3)C2C(=O)N1c1ccccc1 (centres undefined),12,2
CCCC(=O)Nc1ccc(C(=O)COC(=O)C2CC2C)cc1 (centres undefined),2,3
C/C(=N/NC(=O)c1ccc(C(C)(C)C)cc1)c1cccnc1,0,3
CCCCc1ccc(CC(=O)O)cc1,5,13
Cc1csc(=O)n1CCC(=O)OCC(=O)NCc1ccccc1,20,6
O=C(NCc1ccccn1)C(=O)NCC1OCCN1S(=O)(=O)c1ccc(Br)cc1 (centres undefined),12,6
Cc1ccc(CNC(=O)C2CCCC2)cc1,3,-6
c1ccc(COc2ccc(-c3csnn3)cc2)cc1,-1,5
COC(=O)c1cc(C(=O)NNC(=O)c2ccc3c(c2)OCO3)cc([N+](=O)[O-])c1,4,1
C[C@@H]1CN([C@@H](C)CO)S(=O)(=O)c2ccc(C#CC3CCCCC3)cc2O[C@@H]1CN(C)Cc1cccnc1,18,1
Nc1nc(N)c(Cc2ccc(Cl)cc2Cl)c(N)n1,54,-62
COC(=O)c1[nH]c2ccc(F)cc2c1NC(=O)CCN1CCN(Cc2ccc3c(c2)OCO3)CC1,32,-21
CCOc1ccc(CCNC(=O)C(C)n2nc(C)n3c(cc4occc43)c2=O)cc1OCC (centres undefined),36,-8
Cc1ccnc(NC(=O)CCC(=O)N(CC(=O)NC2CCCCC2)Cc2cccs2)c1,6,-6

# Exported with values under each structure: six of the compounds above
# Below each SMILES: H9c2 TAG inh	H9c2 TAG inh DAPI viability
O=C(NCc1cccs1)Nc1cc(Cl)ccc1Cl
 : 1	-2
O=C(CSc1ncnc2sccc12)Nc1ccccc1F
 : -11	4
COc1ccc(S(=O)(=O)N2CCOCC2)cc1NC(=O)Cc1coc2cc(C)ccc12
 : -2	7
Cc1ccc(NC(=O)c2nnn(CC(=O)Nc3ccccc3)c2N)cc1C
 : 0	8
O=C1C2C3C=CC(C3=C3CCCCC3)C2C(=O)N1c1ccccc1 (centres undefined)
 : 12	2
CCCC(=O)Nc1ccc(C(=O)COC(=O)C2CC2C)cc1 (centres undefined)
 : 2	3

# Part of the list above in another layout.
SMILES: C[C@@H]1CN([C@@H](C)CO)S(=O)(=O)c2ccc(C#CC3CCCCC3)cc2O[C@@H]1CN(C)Cc1cccnc1
  H9c2 TAG inh: 18 | H9c2 TAG inh DAPI viability: 1

SMILES: Nc1nc(N)c(Cc2ccc(Cl)cc2Cl)c(N)n1
  H9c2 TAG inh: 54 | H9c2 TAG inh DAPI viability: -62

SMILES: COC(=O)c1[nH]c2ccc(F)cc2c1NC(=O)CCN1CCN(Cc2ccc3c(c2)OCO3)CC1
  H9c2 TAG inh: 32 | H9c2 TAG inh DAPI viability: -21

# Further results follow:
SMILES,H9c2 TAG inh,H9c2 TAG inh DAPI viability
Cc1ccc(Nc2cccc(C(F)(F)F)c2)nn1,1,-2
CCN(CC(=O)Nc1c(F)cccc1F)C(=O)CCNC(=O)c1ccco1,10,2
COc1ccccc1OCC(=O)O/N=C(\N)c1ccccn1,3,-2
COC(=O)c1sccc1NC(=O)/C=C/C(=O)O,6,-2
C=CCN(c1ccccc1OC)S(=O)(=O)c1cccc(C(=O)OC2CCOC2=O)c1 (centres undefined),4,-1
C=CCOc1ccc(C2NC(=O)NC(C)=C2C(=O)OC)cc1 (centres undefined),14,-13
COc1cccc(CN2CC(C(=O)NCCc3nccs3)CCC2=O)c1 (centres undefined),2,9
COC(=O)CC1=NN(c2ccc(OC)cc2)C(=O)C1,3,5
Cc1ccc(C)c(N2CCN(C(=O)CCc3nc(-c4cccc(F)c4)no3)CC2)c1,-16,16
CCCNC(=O)NCCc1c(C)[nH]c2ccccc12,-1,8
CC(C)C(=O)N[C@@H]1c2ccccc2CC[C@@H]1O,-4,4
COc1ccc(-c2noc(N3CCC(C(=O)NCc4ccccc4Cl)CC3)n2)cc1,-19,0
Cc1cccc(NC(=O)NCc2ccc3[nH]c(C)cc3c2)c1,-3,-2
O=C(c1cccc(S(=O)(=O)Nc2ccccc2Cl)c1)N1CCCCCC1,7,15
Cc1cc(C)n(C2CCCCC2OC(=O)c2ccccc2)n1 (centres undefined),9,-8
Cc1nnc(SC(C(=O)c2ccccc2)c2ccccc2)[nH]c1=O (centres undefined),0,6
O=C1c2ccccc2C(=O)N1CCCCSc1nc2ccccc2o1,10,-3
CC(C)c1ccc(O)c(NC(=S)NC(=O)c2cccnc2)c1,18,-5
CCOC(=O)NC(=S)Nc1ccc(C(C)(C)C)cc1Br,-22,0
COC(=O)c1ccccc1NC(=O)C1CCCN(S(=O)(=O)c2ccc(F)cc2)C1 (centres undefined),-24,6
c1ccc(Sc2ncnc3ccccc23)cc1,-1,-2
CC(C)C(c1nnnn1C(C)(C)C)N1CCN(c2cccc(Cl)c2)CC1 (centres undefined),3,-14
COc1cccc(NC2c3ccccc3C(=O)N2Cc2ccco2)c1 (centres undefined),-4,1
c1ccc(-c2cn3nc(-c4ccccc4)sc3n2)cc1,1,-5
N#Cc1ccc(OCC(=O)NN2Cc3ccccc3C2=N)cc1,-10,32
CCCCCCSc1cccc(-c2nc3cc(C)ccn3c2NC2CCCCC2)c1,27,159
O=C(NCCSCc1ccco1)Nc1ccc(Cl)cc1,-12,-2
C[C@H](CO)N1C[C@H](C)[C@@H](CN(C)CC2CCOCC2)Oc2cc(C#Cc3ccccc3F)ccc2S1(=O)=O,27,8
COC(=O)C1C2CCCCC1C(=O)O2 (centres undefined),-9,2
COc1ccccc1-c1ccc2c(c1)C(C)(Cc1ccc(Cl)cc1)C(=O)N2 (centres undefined),-22,15
Cc1c(-n2cc(C(=O)c3cc(Br)ccc3O)cc(C#N)c2=O)c(=O)n(-c2ccccc2)n1C,10,-10
CSc1nc2ccccc2c(=O)n1C1CCOC(C)(C)C1 (centres undefined),-13,4
Nc1nc(-c2ccco2)nn1C(=O)CCc1ccccc1,1,2
C=CCn1c(SCC(=O)Nc2ccccc2C)nc2sc(C)c(C)c2c1=O,11,-1
Oc1cccc(/C=N/N2CCN(c3ccccn3)CC2)c1,0,-4
COc1cccc(CN(CCC(=O)O)Cc2cccc(OC)c2)c1,-8,6
COC(=O)c1sc(NC(=O)c2ccc(Cn3cc(Cl)cn3)o2)c(C#N)c1C,-8,6
CN1CCC(N(C)CC(=O)Nc2ccccc2N2CCOCC2)CC1,5,0
CCOc1ccc(S(=O)(=O)NCc2ccccc2Cl)cc1C(N)=O,-19,2
CC[n+]1c(C)n(-c2ccccc2)c2ccc(NC(C)=O)cc21,-22,-1
O=C(COC(=O)C1=COCCO1)Nc1ccc(Br)cc1Br,2,7
Nc1nc(-c2cccnc2)nn1S(=O)(=O)c1ccccc1,2,-23
CCOC(=O)c1sc(NC(=O)CCN2C(=O)C3CCCCC3C2=O)cc1C (centres undefined),-8,5
O=C1CCN(Cc2ccc(Br)cc2)CCN1[C@H](CO)Cc1ccccc1,-3,2
CC(C)c1ccc(CN2CCC(C)(Oc3ccc(Cl)cc3)C2)cc1 (centres undefined),-13,101
CC(=O)Nc1ccc(OCC(O)Cn2c(CO)nc3ccccc32)cc1 (centres undefined),-9,3
COc1ccc(C(=O)NC(=S)N2CCN(c3ccccc3O)CC2)cc1,-2,8
Cc1cc(C)c2oc(C(=O)NCCc3ccc(S(N)(=O)=O)cc3)cc(=O)c2c1,-4,-12
CCOC(=O)C1CCCN(C(=O)c2cc(C#N)cs2)CC1 (centres undefined),-5,-13
COc1ccc(NS(=O)(=O)c2cccc(C(=O)NCC(c3ccc(F)cc3)N3CCOCC3)c2)cc1 (centres undefined),11,2
COc1cccc(NS(=O)(=O)c2cc3c4c(c2)CCC(=O)N4CCC3)c1,-30,-5
Cc1cc(Nc2cccc([N+](=O)[O-])c2)c2ccccc2n1,-15,8
COc1ccc([C@@H]2C[C@H]3[C@@H](CN2S(=O)(=O)c2ccccc2)C(=O)C[C@@H](c2cccc4ccccc24)N3S(=O)(=O)c2ccc(C)cc2)cc1,28,2
N#Cc1c(-c2cccs2)cc(-c2cccs2)[nH]c1=O,11,14
CCOc1ccccc1N1CCN(C(=O)CC(C)(C)C)CC1,5,-6
CC(C)[C@H](NC(=O)c1ccccc1)C(=O)OCC(=O)NCc1ccc(F)cc1,7,10
COc1cc2[nH]c(=O)n(Cc3ccc(C(=O)NC4CCCC4)cc3)c(=O)c2cc1OC,5,0
NC(=O)C(c1cccc(Cl)c1)c1ncc(C(F)(F)F)cc1Cl (centres undefined),-2,-16
CC(C)(C)NC(=O)COc1ccc(CNCc2cccnc2)cc1,13,-9
CCn1cc(C(=O)OCC(=O)Nc2cc(S(=O)(=O)N(C)C)ccc2C)c(=O)c2ccc(C)nc21,0,3
# Remaining list, next part:
SMILES,H9c2 TAG inh,H9c2 TAG inh DAPI viability
CCCOc1cccc(C2C(C(=O)c3cccs3)=C(O)C(=O)N2Cc2cccnc2)c1 (centres undefined),16,-4
O=C1[C@@H]2C(c3ccc(F)cc3)=NO[C@@H]2C(=O)N1Cc1ccccc1,2,11
Cc1ccc(S(=O)(=O)N2CCOCC2)cc1NC(=O)COC(=O)CCOc1ccc(C(C)(C)C)cc1,-2,2
COc1ccc(OCCNC(=O)CCCO)cc1,16,-15
CC(=O)Nc1sc2c(c1C(c1ccc(F)cc1)N1CCOCC1)CCCC2 (centres undefined),-39,13
Cc1ccc2c(c1)nnn2C1CCN(S(=O)(=O)c2ccc(C(=O)N3C(C)CCCC3C)cc2)CC1 (centres undefined),-121,4
Cc1ccc(Cl)cc1NC(=S)NCCCSC1CCCCC1,-30,-7
COc1ccc(S(=O)(=O)N2CCN(CC(=O)Nc3ccc(C)c(F)c3)CC2)cc1,3,-9
Cc1nc2sccn2c(=O)c1S(=O)(=O)N1CCN(c2ccccc2)CC1,-4,-4
O=C(CNC(=O)c1ccco1)NCc1nc2ccccc2[nH]1,15,6
O=C1OC[C@@H]2CCCN2C(=O)[C@H](CC(=O)N(CCO)Cc2ccccc2)C/C=C\C[C@H]1Cc1ccc(F)cc1,-12,-4
Cn1ncc(C#N)c1/N=C/N1CCCCC1,14,6
Cc1ccc(-c2cc(C(=O)N/N=C/C(Br)=C/c3ccccc3)n[nH]2)o1,4,25
CCOCCOC(=O)c1ccc(-n2cncn2)nc1,-3,-2
C/C(=N\Nc1ccccn1)c1ccc(C(C)C)cc1,11,-6
O=C(Nc1cc(S(=O)(=O)N2CCOCC2)ccc1Cl)c1cc(=O)c2ccccc2o1,17,-2
COc1ccc(NC2=NC(=S)N(c3cccc(C)c3)C23CCCCC3)cc1,-7,4
CC(C)C(=O)Nc1nnc(NC(=S)Nc2ccccc2)s1,0,-9
Cc1cccc(NC(=S)NC(=O)c2ccc(Br)o2)c1C,-5,-8
CC(=O)NC(=O)c1nnn(Cc2ccccc2)c1NC(C)=O,8,10
C[C@@H]1CC[C@]2(C(=O)O)CC[C@]3(C)C(=CCC4[C@@]5(C)CC[C@H](O)[C@@](C)(C(=O)O)C5CC[C@]43C)C2[C@]1(C)O (some centres undefined),-5,-10
Nc1c(Cl)ncnc1N/N=C/c1ccc2ccccc2n1,79,-66
O=C(c1ccccc1)N(C(=O)c1ccccc1)c1ccccc1,4,-3
COc1ccc(CN(C(=O)c2ccc(-c3ccccc3)[nH]2)C(C(=O)NC(C)(C)C)c2ccncc2)cc1 (centres undefined),13,-1
COCCCN(C)C1CCN(C(=O)Nc2ccc(F)cc2)CC1,-19,-8
Cc1cc(NC(=O)CCCn2nc([N+](=O)[O-])c(Br)c2C)no1,1,-13
CC(C)(C)NC(=O)NC(=O)COC(=O)Cc1c(Cl)cccc1Cl,5,0
COc1ccc(CC(=O)Nc2cccc(/C(C)=N/NC(=O)c3cccc([N+](=O)[O-])c3)c2)cc1,-14,9
CC(Oc1ccc(Br)cc1)C(=O)Nc1cc(Cl)ccc1N1CCN(C)CC1 (centres undefined),8,12
COc1ccc2c(c1)c(=O)oc1cc3occ(C(C)(C)C)c3cc12,-40,5
CCn1c(Cc2cccn2C)nnc1SCC(=O)c1ccc(C)cc1,-22,2
COCCNC(=O)C1(C)CCN(Cc2ccccc2C#N)C1 (centres undefined),-22,8
COc1ccccc1Nc1c([N+](=O)[O-])cc(C)cc1[N+](=O)[O-],-4,10
CCOC(=O)CC1C(=O)NCCN1Cc1cccc(C(F)(F)F)c1 (centres undefined),-1,-5
COc1ccccc1NS(=O)(=O)c1cccc(NC(=O)c2[nH]c(C)c(C(C)=O)c2C)c1,20,-6
COc1ccc(CNC(=O)C2CCN(C(=O)c3ccc(F)cc3)CC2)cc1OC,9,-7
CCN(CC)C(=O)Cn1cc(S(=O)(=O)CC(=O)NCc2ccc(F)cc2)c2ccccc21,7,-1
O=C(NNC(=O)c1cccnc1)NC1CCCCC1,-26,-10
CC(C)c1ccc(S(=O)(=O)N2CCN(CC(=O)Nc3ccc(Cl)cc3F)CC2)cc1,8,-23
CCOC(=O)CCn1c(=O)c2c(nc(Br)n2Cc2ccccc2)n(C)c1=O,-6,4
O=C(CSc1nc2[nH]ncc2c(=O)[nH]1)Nc1cccc([N+](=O)[O-])c1,-6,2

# Another view of two compounds above:
compound	H9c2 TAG inh	H9c2 TAG inh DAPI viability
COCCNC(=O)C1(C)CCN(Cc2ccccc2C#N)C1 (centres undefined)	-22	8
O=C(NNC(=O)c1cccnc1)NC1CCCCC1	-26	-10

# From PubChem

# These rows are one share of the data; count on the stated rates, not on these rows.
